# ASM inhibitor: human S-ASM enzyme inhibition. placental ASM, HMU-PC fluorogenic substrate, 60 min. Potency, µM (top dose mostly 57.5 µM), for inactives: top-dose activity change, negative = inhibition, hits mostly inhibitors. hit rate 0.006% among 340,000; further: potency means the concentration at half of the fitted maximal effect
#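 qHTS format. ASM enzyme prepared from human placenta hydrolyses the fluorogenic substrate HMU-PC0 (9 uM final) over 60 min at 37 °C after a 10 min compound preincubation.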
# USP2a inh: inhibitors of human ubiquitin-specific protease USP2a; O75604; USP2 core, Ub-CHOP2 coupled fluorogenic reporter, 485/531; hit rate 0.01% among 330,000; AID 463254; Potency, µM (doses to about 38.3 µM), for the others: top-dose activity change, negative = inhibition, hits mostly inhibitors;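 further: potency means the concentration at half of the fitted maximal effect; plate controls were DMSO wells for no effect and full inhibition by NEM control for full effect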
#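 Deubiquitinase activity read as fluorescence (485/531 nm) after Ub-CHOP2 cleavage activates the enterokinase reporter on its substrate; USP2 core 10nM, Ub-CHOP2 and substrate 25nM each, 30min compound preincubation then 60min RT; data normalized to NEM, curves fitted.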
# Menin MLL FP TR: menin-MLL binding inhibition, Texas Red mutant peptide | O00255 | Potency, µM (highest dose often 61.6 µM), for inactives: top-dose FP activity change, negative = inhibition, hits mostly inhibitors | hit rate 0.23% among 270,000 | AID 1768 | Menin + Texas Red MLL mutant peptide, fluorescence polarization; active means well fitted inhibition curve with a large enough effect in the polarisation, with a control signal flat, not every such curve was filed as active; inconclusive means small, poorly fitted or top-dose-only effect, or effect the other way, or a change in a side signal; inactive means no such curve, though single readings can be large or run the other way; the % refers to the polarisation; further: potency means the concentration at half of the fitted maximal effect; % of control where 0% means no effect; many of its hits are not listed in these tables
# Eya2 phos inh: inhibitors of human Eya2 phosphatase activity; recombinant Eya2, OMFP fluorescence dephosphorylation (OMFP is methylfluorescein phosphate); Potency, µM (highest dose often 76.9 µM), without a hit: top-dose activity, negative = inhibition, most hits filed as inhibitors; hit rate 0.006% among 330,000; further: potency means the concentration at half of the fitted maximal effect; on the % scale 0 is the no-effect control and ±100 the full control effect
#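 Eya2 (0.2 uM) preincubated 10 min at ambient with compound, then OMFP substrate added at 50 uM; 10 min reaction in 50 mM HEPES pH 7.5, 50 mM NaCl, 5 uM MgCl2, 0.05% BSA, 1 mM DTT. Fluorescence read at Ex 485/Em 525 nm.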
# MBNL1 CUG block: MBNL1-poly(CUG) RNA binding inhibition; TR-FRET MBNL1-His/biotin-(CUG)12 binding, 665/545 ratio; hit rate 0.036% among 280,000; Potency, µM (series often up to 57.5 µM), for the others: top-dose activity change, negative = inhibition, usual class: inhibitors; active means well fitted inhibition curve with a large enough effect in the signal ratio, with a control signal flat, not every such curve was filed as active; inconclusive means small, poorly fitted or top-dose-only effect, or effect the other way, or a change in a side signal; inactive means no such curve, though single readings can be large or run the other way; the % refers to the signal ratio; further: potency means the concentration at half of the fitted maximal effect; on the % scale 0 is the no-effect control and ±100 the full control effect
# Target sequence (Q9NR56 whole entry, looked up): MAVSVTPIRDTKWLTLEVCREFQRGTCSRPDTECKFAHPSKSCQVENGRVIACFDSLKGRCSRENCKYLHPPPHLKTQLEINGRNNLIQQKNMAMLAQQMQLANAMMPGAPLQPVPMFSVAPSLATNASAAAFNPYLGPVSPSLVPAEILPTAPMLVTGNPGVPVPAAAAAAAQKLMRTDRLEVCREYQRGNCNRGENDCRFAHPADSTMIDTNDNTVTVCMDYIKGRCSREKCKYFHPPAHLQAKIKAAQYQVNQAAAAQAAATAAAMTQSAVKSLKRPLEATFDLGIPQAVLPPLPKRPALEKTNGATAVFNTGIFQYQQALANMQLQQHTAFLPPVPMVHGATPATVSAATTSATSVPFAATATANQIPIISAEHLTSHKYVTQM
#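 His-tagged MBNL1 binding to biotinylated (CUG)12 RNA was measured by TR-FRET using terbium anti-His antibody (0.055 ng/ul final) and streptavidin-XL665 (5 nM final). Compounds were titrated 92 nM to 58 uM; 60 min at room temperature.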
# PKM2 activator: increases activity of human pyruvate kinase M2; Potency, µM (top dose mostly 57.5 µM), inactives show at the top dose activation, most hits filed as activators; hit rate 0.34% among 260,000; P14618; purified PKM2, Kinase-Glo ATP luminescence, activation; response scale: 0% is enzyme alone, no compound; AID 1631; further: potency means the concentration at half of the fitted maximal effect; on the % scale 0 is the no-effect control and ±100 the full control effect; nearly all actives have a fitted effect of over 55% in size
#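 Purified hPK-M2 (>95% pure) converted ADP (0.1 mM final) to ATP with 0.5 mM PEP in 50 mM imidazole pH7.2, KCl, MgCl2, Tween 20, BSA; 1 h at room temperature. ATP detected by Kinase-Glo luminescence.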
# BCR signal inh: blocks chronic active B-cell receptor signaling; ABC-DLBCL IkBa-CBG/CBR reporter, luminescence ratio, 4 h; Potency, µM (series often up to 46.1 µM), without a hit: at the top dose ratio change, negative = lower green/red ratio, most hits filed as inhibitors; hit rate 0.05% among 340,000; AID 493014; active means well fitted inhibition curve with a large enough effect in the signal ratio, with a control signal flat, not every such curve was filed as active; inconclusive means small, poorly fitted or top-dose-only effect, or effect the other way, or a change in a side signal; the % refers to the signal ratio;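 further: potency means the concentration at half of the fitted maximal effect; plate controls were basal doxycycline-induced cells for no effect and cells given 10 µM MG132 for full effect; MG132 reads +100%, hits lower the ratio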
#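 TMD8 human ABC-DLBCL cells with doxycycline-inducible IκBα–green luciferase fusion and unfused red luciferase, in 0.5% FBS medium; compounds up to 46 uM, 4 h at 37C. Green/red luminescence ratio, filter-overlap corrected, fitted to concentration-response curves.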
# GALK inh: galactokinase (human) inhibition | Purified GALK, Kinase-Glo residual ATP luminescence | AID 1868 | Potency, µM (highest dose often 57.5 µM), for inactives: top-dose activity change, negative = inhibition, usual class: inhibitors | hit rate 0.007% among 270,000; further: potency means the concentration at half of the fitted maximal effect; on the % scale 0 is the no-effect control and ±100 the full control effect
# Target sequence (P51570 whole entry, looked up): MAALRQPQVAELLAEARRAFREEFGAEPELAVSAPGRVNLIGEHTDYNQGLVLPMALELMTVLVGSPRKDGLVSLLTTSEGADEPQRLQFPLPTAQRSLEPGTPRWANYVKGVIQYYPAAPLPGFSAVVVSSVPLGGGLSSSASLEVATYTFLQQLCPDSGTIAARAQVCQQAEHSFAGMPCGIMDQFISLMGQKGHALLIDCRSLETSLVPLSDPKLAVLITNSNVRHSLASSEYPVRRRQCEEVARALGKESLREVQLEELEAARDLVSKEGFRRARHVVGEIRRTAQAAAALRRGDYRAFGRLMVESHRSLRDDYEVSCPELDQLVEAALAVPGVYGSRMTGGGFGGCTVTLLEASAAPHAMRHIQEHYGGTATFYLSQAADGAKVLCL
#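 Human GALK (5 nM) with 35 uM ATP and 100 uM galactose in 20 mM HEPES pH 8.0, 5 mM MgCl2, 60 mM NaCl, 1 mM DTT, 0.01% BSA. After 1 h at room temperature, leftover ATP was read by Kinase-Glo Plus luminescence.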
# Mito fusion act: blocks mitochondrial division or promotes mitochondrial fusion; S. cerevisiae fusion-defective mutant growth rescue, CellTiterGlo 48 h; Potency, µM (series often up to 46.1 µM), without a hit: at the highest dose growth rescue (activation), most hits filed as activators; hit rate 0.23% among 320,000;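 further: potency means the concentration at half of the fitted maximal effect; % of control where 0% means no effect; nearly all actives have a fitted effect of over 45% in size; temperature-sensitive fusion mutants such as fzo1-1 at 37 °C on non-fermentable ethanol glycerol medium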
#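 Compounds are tested for their ability to restore growth of mitochondrial fusion-defective yeast strains at non-permissive 37C in YPEG medium over 48 hours. Viability is quantified by luciferase luminescence.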
# KCNH2 WT inh: KCNH2 (human, wildtype) channel inhibition; Q12809; U2OS, BacMam KCNH2, thallium flux FluxOr; active compounds read low; activity change, % at 1.84 µM; hit rate 0.37% among 340,000; AID 720551;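 active means maximum activity change below -70%; inconclusive means maximum activity change between -70% and -50%; inactive means maximum activity change above -50%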; further: on the % scale 0 is the no-effect control and ±100 the full control effect
#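 U2OS cells transduced with wild-type KCNH2 virus are loaded with FluxOr dye for 45 min, and thallium flux is measured in kinetic reads before and after stimulation buffer. Rate constants are normalized to DMSO controls.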
# TSHR antag: blocks TSH signaling through the human TSH receptor; hit rate 0.2% among 330,000; TSHR-expressing cells, TSH-stimulated cAMP HTRF, 2 h; active compounds read low; activity change, negative = inhibition, % at 11.5 µM; AID 504810;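 active means activity change below a set negative limit, meaning inhibition stronger than a set level, cut at about -70% in these data; inconclusive means activity change between two set negative limits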; further: on the % scale 0 is the no-effect control and ±100 the full control effect
#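 TSHR-expressing cells, 200/well, pre-treated with compound, then stimulated with EC80 TSH (4nM final) for 2 hours at 37 deg C. cAMP measured by competitive HTRF: anti-cAMP cryptate antibody in lysis buffer plus cAMP-d2, read after 30 minutes at room temperature.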
# Active calls of the source: *; i = inactive; u = inconclusive; x = not tested or not shown; [ ] = remark or other dose. Unless noted, the call rests on the fitted dose curve; in most records, active means well fitted curve in the direction sought with a large enough effect; inconclusive means small, poorly fitted or top-dose-only effect, or another doubt; inactive means no such curve, though single readings can be large; an effect the other way counts as inactive or inconclusive. The list is partial; the hit share may differ from the screen's.
SMILES,ASM inhibitor,USP2a inh,Menin MLL FP TR,Eya2 phos inh,MBNL1 CUG block,PKM2 activator,BCR signal inh,GALK inh,Mito fusion act,KCNH2 WT inh,TSHR antag
COc1ccc(S(=O)(=O)N(C)C[C@H]2Oc3ccc(NC(=O)Nc4ccc5c(c4)OCO5)cc3CC(=O)N([C@@H](C)CO)C[C@@H]2C)cc1,-13%,-13%,x,-1%,x,x,u,x,x,-4,0
COc1ccc2oc(C(=O)OCC(=O)N3CCC(C)CC3)c(C)c2c1,-2%,-1%,u,4%,-3%,-5%,3%,8%,-1%,10,-9
Cc1ccc(S(=O)(=O)N2C(=O)C(c3ccccc3)SC2=Nc2ccccc2)cc1 (configuration not stated),-6%,3%,-12%,-10%,-5%,2%,u,0%,-1%,7,5
Cc1cc(NC(=O)c2cccc(S(=O)(=O)N3CCCCC3)c2)no1,-2%,-2%,x,-9%,-6%,-8%,u,5%,-4%,-5,9
COc1ccc(-c2nnc(SCC(=O)c3cc(C)n(Cc4cccs4)c3C)o2)cc1,3%,0%,27%,2%,5%,-9%,1%,-2%,-1%,-2,-1
CC1CN(Cc2ccccc2)c2ccccc2NC1=S (configuration not stated),-1%,-10%,7%,-18%,-42%,-6%,0%,0%,-2%,0,-5
Cc1ccc2nc(-c3ccccc3)cc(C(=O)N(C)CC(=O)Nc3ccccc3Br)c2c1,-7%,1%,x,u,x,x,-13%,x,u,-2,10
O=C(O)C(Cc1ccc(Cl)cc1)NS(=O)(=O)c1ccc(Cl)cc1 (configuration not stated),26%,-11%,27%,-15%,-6%,x,4%,-1%,-21%,3,5
O=c1c(=Nc2ccccc2O)c(=O)c2ccccc12,2%,4%,10%,4%,u,1%,u,1%,1%,2,-6
COc1ccc(CNC(=O)C(C)N(Cc2ccccc2OC)C(=O)c2snc(C(N)=O)c2N)cc1 (configuration not stated),319%[activator],-1%,x,14%,14%,x,-1%,1%,-1%,-20,-4
c1csc(-c2nn3c(Cn4nnc5ccccc54)nnc3s2)c1,0%,1%,20%,7%,-2%,17%,3%,1%,3%,3,-7
CCCCNC(=O)N1CCCC(C(=O)c2cc(C)c(OC)c(C)c2)C1 (configuration not stated),4%,-1%,1%,-5%,-4%,2%,0%,-6%,1%,5,21
CCOCCCNC(=O)c1ccc2c(c1)N(CC)C(=O)c1ccccc1S2=O (configuration not stated),2%,5%,0%,u,1%,x,u,-2%,-7%,-8,-6
CN(c1ccccc1C(=O)NCc1ccco1)S(C)(=O)=O,0%,0%,6%,5%,-4%,18%,14%,0%,-1%,3,-4
CCCCNC(=O)CSc1nnc(-c2ccc(S(=O)(=O)N3CCCC3)cc2)n1C,1%,5%,-8%,8%,0%,1%,-4%,-5%,1%,3,8
CCN1CCn2c3c(c4cc(C)ccc42)CCCC31 (configuration not stated),7%,-3%,-13%,7%,5%,12%,u,2%,-8%,3,2
CCC(C)NC(=O)c1ccc(N2CCC3(CC2)OCCO3)c([N+](=O)[O-])c1 (configuration not stated),-1%,1%,-2%,-2%,x,-7%,-2%,2%,3%,-4,-8
COc1ccc(-c2csc(NC(=S)NC(=O)/C=C/c3ccc(C(C)C)cc3)n2)cc1OC,-7%,0%,x,3%,1%,4%,u,-4%,-2%,-2,-1
Cn1c(SCC(=O)Nc2sccc2C(N)=O)nnc1-c1ccncc1,0%,1%,x,2%,-8%,-3%,13%,2%,3%,-13,3
Cn1c(CNC(=O)OC(C)(C)C)nnc1SCC(=O)N1CCOCC1,2%,5%,x,7%,-9%,-2%,1%,-2%,1%,-10,-1
O=[N+]([O-])c1cccc(S(=O)(=O)c2ccc(N3CCCCC3)c([N+](=O)[O-])c2)c1,-12%,-5%,12%,-19%,u,7%,11%,2%,-19%,28,18
CC1(C)CC(CCNC(=O)CCl)(c2ccccc2)CCO1 (configuration not stated),-3%,-1%,x,1%,-8%,-2%,u,-1%,1%,0,-3
CC1CN(C(=O)COC(=O)c2ccc(Cl)nc2)CC(C)O1 (configuration not stated),0%,1%,-10%,-3%,6%,-7%,0%,8%,-7%,5,10
CCOc1ccc(C(=O)NCCn2cc(SCC(=O)Nc3cc(C)on3)c3ccccc32)cc1,-7%,-2%,29%,9%,0%,7%,5%,-1%,1%,-18,3
COc1ccccc1C1(O)C(=O)Nc2ccc(C)cc21 (configuration not stated),-4%,1%,10%,-8%,2%,x,0%,-2%,-3%,3,-1
Cc1cc(C)n(CCCNC(=O)Cn2nnnc2CN2C[C@@H](C)O[C@@H](C)C2)n1,-1%,1%,9%,3%,1%,1%,4%,-1%,0%,-33,-8
NC(=O)c1nn(-c2ccccc2)nc1NC(=O)CN1CCCCC1,2%,-1%,1%,20%,-3%,0%,17%,0%,0%,1,-5
COc1cccc(C2C(C(=O)c3ccc(C)o3)=C(O)C(=O)N2CCN2CCOCC2)c1 (configuration not stated),-2%,-7%,x,-10%,16%,4%,0%,-3%,9%,-1,10
O=C(NCCCn1ccnc1)c1nc(Cn2ccc([N+](=O)[O-])n2)no1,2%,1%,4%,-18%,u,2%,0%,0%,-37%[inhibitor],-9,-1
COc1ccc(NC(=O)c2cn(C)c(=O)c3cc(OC)c(OC)cc23)cc1OC,-1%,-1%,10%,4%,-2%,x,-3%,0%,-11%,1,2
CCN1c2ccccc2NC2N=C(OC)C(c3ccccc3)C21 (configuration not stated),4%,0%,3%,-16%,u,-1%,u,0%,4%,-20,11
COc1ccc(OC)c(NC(=O)c2ccc(NS(C)(=O)=O)cc2)c1,3%,4%,6%,10%,-1%,-2%,-9%,-1%,-2%,-26,-1
N/C(COc1ncn(-c2ccccc2)n1)=N\S(=O)(=O)c1ccccc1,1%,1%,-15%,2%,5%,1%,-1%,-2%,-4%,i,-6
N#C/C(Cn1c[n+](NC(=O)Nc2ccccc2)cn1)=N/O,3%,-5%,16%,-3%,-6%,1%,u,1%,1%,-6,14
CC1CN(CC(O)COc2ccccc2C(C)(C)C)CC(C)O1 (configuration not stated),4%,-7%,-13%,-10%,5%,3%,u,1%,3%,3,13
O=C(NNS(=O)(=O)c1ccccc1C(F)(F)F)c1cccc(S(=O)(=O)Nc2ccccc2Cl)c1,-4%,-1%,-6%,1%,-2%,5%,5%,0%,-1%,2,-13
O=C(CN1CCN(c2ccc(O)cc2)CC1)NC1CCCc2ccccc21 (configuration not stated),x,2%,-17%,4%,x,-1%,-5%,3%,1%,x,-7
O=C(CCc1nc2ccccc2c(=O)[nH]1)Nc1cc(Cl)ccc1N1CCCC1,-4%,-1%,x,10%,x,x,u,x,-3%,-2,-13
COc1ccc(/C=C/C(=O)Nc2cccc(N3CCOCC3)c2)cc1OC,1%,-1%,u,-1%,u,5%,u,-3%,1%,10,1
COc1ccc(NC(=O)CN2CCC(C(=O)c3ccc(F)cc3)CC2)c(OC)c1,0%,-1%,-12%,5%,2%,-2%,-1%,-4%,5%,19,-21
Cc1cccc(-n2c(-c3ccco3)nc3nc4ccccc4nc32)c1,x,4%,-24%,10%,10%,1%,-2%,-1%,0%,x,-4
CCC(C)N1C(=O)CCC1C(=O)NCc1ccc2c(c1)OCO2 (configuration not stated),3%,0%,12%[11.7 µM],21%,18%,-2%,-1%,1%,-1%,8,-1
Cc1ccc(C)c(N2CCN(CC3CCCCC3)CC2)c1,-1%,-2%,-24%,-5%,-11%,-4%,0%,4%,0%,13,9
NC(=O)c1nsc(C(=O)N(c2ccccc2F)C(C(=O)NCc2ccc(F)cc2)c2ccc(O)cc2)c1N (configuration not stated),484%[activator],3%,36%[activator],-1%,12%,0%,u,-1%,8%,4,-12
CCN(CC(=O)NCc1cccs1)S(=O)(=O)c1cc(NC(C)=O)ccc1OC,-6%,1%,x,-4%,x,x,3%,x,-3%,0,-12
CCNC(=O)c1ccc(NS(=O)(=O)c2ccc3[nH]c(=O)[nH]c3c2)cc1,1%,0%,x,-17%,-2%,-17%,u,-3%,-7%,15,2
COc1ccc2c(c1)-c1nc(/N=C/c3cccc(OC)c3O)sc1CC2,-1%,0%,4%,-4%,x,5%,-7%,-4%,18%,0,5

# Assay outcomes from PubChem BioAssay.
